Source: PubChem BioAssay
PRMT1 FP inh: blocks human protein arginine methyltransferase 1; Q99873; recombinant PRMT1, activity-based probe fluorescence polarization; inhibition, % at 2.79 µM; hit rate 1.3% among 370,000; AID 652257;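 active means inhibition above about 21% made by adding two undisclosed values, limit read from the data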
Target sequence (Q99873 whole entry, looked up): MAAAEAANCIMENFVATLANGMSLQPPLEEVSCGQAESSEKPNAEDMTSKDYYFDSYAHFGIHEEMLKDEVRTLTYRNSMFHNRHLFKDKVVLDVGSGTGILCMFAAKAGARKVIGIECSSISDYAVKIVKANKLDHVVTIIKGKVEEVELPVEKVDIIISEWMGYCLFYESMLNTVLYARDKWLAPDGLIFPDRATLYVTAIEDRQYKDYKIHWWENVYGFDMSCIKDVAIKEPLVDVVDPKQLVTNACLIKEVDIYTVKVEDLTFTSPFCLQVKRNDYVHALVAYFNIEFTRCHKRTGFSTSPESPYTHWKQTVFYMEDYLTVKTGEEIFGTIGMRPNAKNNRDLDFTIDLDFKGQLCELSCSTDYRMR
TCR-CD3 inh: inhibitors of human TCR-CD3 interaction; inhibition, % at 9.4 µM; TAMRA-labeled TCR probe fluorescence, biochemical; hit rate 0.37% among 360,000; in the data active means inhibition above about 19%;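 further: recombinant mutant TCR 2C K166C tagged with TAMRA read by polarization; 0% = receptor in buffer alone and 100% = receptor with positive control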
HTRA1 inh: inhibitors of human serine peptidase HTRA1; Q92743; recombinant HTRA1, FP-rhodamine activity-based probe, fluorescence polarization; inhibition, % at 5.96 µM; hit rate 0.5% among 340,000; AID 504803; in the data active means inhibition above about 36%;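 further: 0% = enzyme with DMSO and 100% = wells lacking enzyme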
PG9 binder: small molecules binding HIV-1 gp120 antibody PG9; TR-FRET gp120-PG9 antibody binding; hit rate 0.43% among 360,000; inhibition, % at 6.7 µM; AID 624416; in the data active means inhibition above about 8.5%
NR1D1 modulator: modulators of human Rev-erb alpha DNA binding; Rev-erbα–FITC-DNA binding, fluorescence polarization, 90 min; activity, % at 10 µM; hit rate 0.79% among 370,000;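 active means activity above about 14%, limit read from the data; passing the limit was not always enough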;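 further: 0% = DMSO wells with 35 nM protein and 100% = DMSO wells with 750 nM protein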
LEDGF integ inh: blocks HIV-1 LEDGF/p75-dependent DNA integration. TR-FRET IN-LEDGF/p75 DNA integration, Eu/Cy5. inhibition, % at 3.7 µM. hit rate 0.64% among 370,000;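 active means inhibition above the screen-wide mean plus 3 SD, cut at about 13% in these data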;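 further: signal is the Cy5 over europium emission ratio at 671 and 618 nm; 0% = plate median of compound wells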
rCAG RNA binder: molecules binding r(CAG) RNA repeats; r(CAG) RNA repeat, TO-PRO-1 dye displacement fluorescence; inhibition, % at 3 µM; hit rate 1.3% among 370,000;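 active means inhibition above the plate cutoff, the mean of all test compounds on that plate plus 3 SD, cut at about 35% in these data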;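 further: 0% = DMSO alone and 100% = 100 µM mitoxantrone as full dye displacement; higher means more dye released from RNA so lower well fluorescence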
mABHD4 FP: inhibits mouse alpha/beta hydrolase domain 4; purified mABHD4, FP-Rh probe fluorescence polarization; inhibition, % at 8.92 µM; AID 720543; hit rate 0.54% among 370,000;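 active means inhibition exceeding the mean over every tested compound plus 3 SD, cut at about 30% in these data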;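 further: 0% = plate median of compound wells and 100% = S159A mutant with DMSO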
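Test system: mABHD4 protein; Read-out basis: % inhibition; Incubation: 45 min + 60 min at 25 °C; Repeats: single replicate; Technique: fluorescence polarization with parallel and perpendicular emission, 525/598 nm; Compound: 8.92 µM, single dose; Benchmarks: full inhibition S159A mutant plus DMSO, zero as sample-well median.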
TDP2 absorb: blocks human TDP2 phosphodiesterase activity | recombinant TDP2, T5PNP hydrolysis, p-nitrophenol absorbance 415 nm | inhibition, % at 12.8 µM | hit rate 0.34% among 370,000;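 active means inhibition above the mean of all tested compounds plus 3 SD, set per campaign, cut at about 25% in these data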;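 further: 0% = DMSO with enzyme and 100% = buffer with substrate but no TDP2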
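System: recombinant human TDP2 / Amount: 120 nM TDP2 per well / Also added: 5 mM T5PNP chromogenic substrate / Doses: 12.8 µM single point, 1% DMSO / Incubation: 2 h at 37 °C / Detection: p-Nitrophenol epi absorbance / Evaluation: % inhibition relative to enzyme-containing and enzyme-free wells / Repeats: singlicate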
SIAE primary: inhibitors of human sialic acid acetylesterase SIAE. Q9HAT2. SIAE FP-Rh probe binding, fluorescence polarization. inhibition, % at 9.66 µM. hit rate 0.69% among 370,000;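 active means inhibition above a cutoff: mean of compounds within the control limits plus 3 SD of those, cut at about 17% in these data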;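 further: 0% = plate median of compound wells and 100% = probe without SIAE protein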
Target sequence (Q9HAT2 whole entry, looked up): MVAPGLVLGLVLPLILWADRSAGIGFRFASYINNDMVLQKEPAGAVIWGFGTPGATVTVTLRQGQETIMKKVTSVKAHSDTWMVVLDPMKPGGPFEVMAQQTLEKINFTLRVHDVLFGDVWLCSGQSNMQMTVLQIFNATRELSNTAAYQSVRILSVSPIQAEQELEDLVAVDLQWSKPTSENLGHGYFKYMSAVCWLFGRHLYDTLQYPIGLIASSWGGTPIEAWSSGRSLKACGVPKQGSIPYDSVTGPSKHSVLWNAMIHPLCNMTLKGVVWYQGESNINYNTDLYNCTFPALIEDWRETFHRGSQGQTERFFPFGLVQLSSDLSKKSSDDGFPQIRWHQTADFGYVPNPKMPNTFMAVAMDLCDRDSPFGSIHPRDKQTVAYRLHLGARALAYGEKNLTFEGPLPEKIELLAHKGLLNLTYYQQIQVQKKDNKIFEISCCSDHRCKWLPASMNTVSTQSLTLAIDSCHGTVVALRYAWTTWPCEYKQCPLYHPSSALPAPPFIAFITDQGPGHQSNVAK
Starred values were filed as active, the others as inactive; . = no result given. These rows are one share of the data, so the mix of outcomes need not match the whole.

smiles,PG9 binder,TCR-CD3 inh,LEDGF integ inh,mABHD4 FP,HTRA1 inh,SIAE primary,NR1D1 modulator,rCAG RNA binder,PRMT1 FP inh,TDP2 absorb
CCC(Oc1ccccc1)C(=O)Nc1ccccc1C(=O)N1CCCCC1 (stereo unspecified),-3.6,4,-2,-4,0,2,9,-9,2,2
O=C1C=C(c2ccccc2)CCC1,-1.2,-7,0,4,9,-7,-4,-3,-1,3
CC1Sc2ccc(C(=O)Nc3ncccc3O)cc2NC1=O (stereo unspecified),-3.7,10,-1,9,2,4,1,2,-2,5
O=C1CN(C(=O)CSc2ccc(-c3ccc(F)cc3)nn2)c2ccccc2N1,0.6,6,-2,-8,-5,-1,1,-1,1,0
COC(=O)c1scc(C)c1NC(=O)CC1NCCNC1=O (stereo unspecified),0.5,3,3,-4,.,-2,-9,4,-2,11
Cc1ccsc1/C=N/n1cnnc1,-0.6,0,2,0,9,-2,1,1,-1,-15
CCN(CC)C(=O)C1=C(C)N(CCCOC)C(=O)C(CC(=O)NCC2CCCCC2)C1 (stereo unspecified),-1.6,-4,-2,-2,4,-1,-2,-3,4,1
CCCc1cc(=O)[nH]c(SCc2nc3ccc([N+](=O)[O-])cc3[nH]2)n1,-2.2,1,0,10,-7,-5,-3,12,4,-3
O=C(N[C@H](Cc1ccccc1)C(=O)O)[C@H]1O[C@@H](n2ccc(=O)[nH]c2=O)[C@H](O)[C@@H]1O,-2.5,-1,-3,-5,.,2,6,-2,1,1
COc1cc(NC(=O)CCCOc2ccc(Cl)cc2Cl)c(C(=O)O)cc1OC,0.8,-3,2,2,-2,-1,0,7,3,7
CC(C)(C)Nc1c(C2CCNCC2)nc2c(OCc3ccccc3)cccn12,-0.5,1,4,3,.,1,8,7,-8,4
Cc1cc(N2CCOCC2)nc2ccc(NC(=S)N3CCN(Cc4ccccc4)CC3)cc12,-1.3,-7,1,-1,-2,2,-1,1,2,3
Clc1ccc(OCCn2c(-c3ccco3)nc3ccccc32)cc1,-1.0,11,2,-12,-32,2,-2,6,5,6
CN(c1ccccc1)S(=O)(=O)c1cccc(C(=O)NCCc2ccc(O)c(O)c2)c1,0.5,-3,0,28,25,17*,1,16,14,5
Cc1cccc(OCc2nnc(-c3ccc(F)cc3)o2)c1,1.4,-6,-6,0,-10,-4,4,0,0,8

Going on with the list.
smiles,PG9 binder,TCR-CD3 inh,LEDGF integ inh,mABHD4 FP,HTRA1 inh,SIAE primary,NR1D1 modulator,rCAG RNA binder,PRMT1 FP inh,TDP2 absorb
Cc1ccc2[nH]c3c(c2c1)CN(C(=O)CN1CCCc2ccccc21)CC3,-1.5,-5,2,15,13,11,.,-2,-2,15
Oc1ccc(C[C@H]2CNCCN2CC2CCCCC2)cc1,-1.2,-1,-1,6,-5,-2,-10,7,-1,-9
COC(=O)c1cc(=O)n2c(sc3ccccc32)c1C#N,-1.7,2,-5,4,1,3,0,0,1,1
O=C(Nc1ccc(N2CCOCC2)c(S(=O)(=O)Nc2cc(Cl)ccc2Cl)c1)c1cccnc1,-0.7,6,5,-10,-15,-1,-2,33,-6,-4
COc1cc(CC(=O)NCC2CCCCC2)cc(OC)c1OC,-3.4,7,-5,3,3,8,0,-3,1,-6
CCc1ccc(C(=O)CN2C(=O)NC3(CCOc4ccccc43)C2=O)s1 (stereo unspecified),-2.1,4,5,1,-15,-5,12,2,-2,0
CCc1nc2ccc(C(=O)N3CCN(C(C)=O)CC3)cn2c1N(CC)C(=O)NCCc1ccccc1,-0.1,-3,-3,4,.,2,-9,-1,3,-7
O=C(O)CCCC(=O)N1CCN(c2nc(-c3ccccc3Cl)c3cc(Br)ccc3n2)CC1,17*,0,0,-5,5,-6,-4,4,-2,13
Cc1c(-c2cccc(Cl)c2)nc2ccccc2c1C(=O)OC/C(O)=C(\C#N)c1nc2ccccc2[nH]1,0.2,-4,-3,6,11,-4,0,11,3,9
CCOC1=C2[C@H]([C@H]3C(=O)N(c4ccccc4)C(=O)[C@H]3C1)[C@@H](C(C)C)N(S(=O)(=O)c1ccc(C)cc1)[C@H]2c1ccccc1,1.1,2,1,4,.,-1,0,4,-3,7
CO/N=C/NC(=O)C1=NOC(CNc2ncc(C(F)(F)F)cc2Cl)C1 (stereo unspecified),-0.2,1,-2,-2,-9,-5,1,1,-1,1
COc1ccccc1CNC(=O)CCNS(=O)(=O)c1ccc2[nH]c(=O)oc2c1,-1.7,12,2,3,-3,0,3,8,-4,-2
CCCCn1c(N)c(N(CC)C(=O)c2cc(Br)ccc2Cl)c(=O)[nH]c1=O,-0.2,0,-2,0,-1,-11,-3,-1,0,-9
Cc1cc2nc(-c3ccc(SCc4ccccn4)nc3)[nH]c2cc1C,-0.4,-10,-4,-27,-29,-31,-3,6,10,-7
CC1CCCN(CC(O)COCc2ccc3c(c2)OCO3)C1 (stereo unspecified),1.7,3,4,-1,6,8,5,0,-4,9

(cont.)
smiles,PG9 binder,TCR-CD3 inh,LEDGF integ inh,mABHD4 FP,HTRA1 inh,SIAE primary,NR1D1 modulator,rCAG RNA binder,PRMT1 FP inh,TDP2 absorb
CC1Cc2ccccc2N1C(=O)Cn1cnc2c1c(=O)n(C)c(=O)n2C (stereo unspecified),-1.9,1,-1,-7,-3,5,-2,-1,-2,2
O=C(Nc1ccc(N2CCN(C(=O)c3cccs3)CC2)cc1)c1ccccc1Cl,-2.1,3,-1,-6,0,2,0,-2,0,2
C/C(CC(=O)NCCCN1CCOCC1)=N\NC(=O)COc1cccc2ccccc12,-0.6,3,-1,4,-4,6,-4,2,1,11
CCOc1cccc(-c2nnc3sc(COc4ccc(Cl)cc4)nn23)c1,-2.8,2,-2,-2,-2,-4,7,4,-3,-12
COc1ccc(CCNS(=O)(=O)c2ccc([N+](=O)[O-])cc2)cc1OC,-1.3,1,-4,0,6,-6,-3,3,-1,-2
Cc1ccc(C(=O)NNC(=O)c2cc(OCC(F)(F)F)ccc2OCC(F)(F)F)cc1,1.7,1,-7,-4,-23,5,3,-4,0,6
COc1cc(C(=O)NNC2=CC(=O)CC(C)(C)C2)cc(OC)c1OC,1.3,11,0,0,-1,-1,-1,-1,2,-4
O=C(NCCc1ccccn1)c1c(-c2ccccc2)sc2ccccc12,-3.2,4,-1,2,-12,-1,-1,-7,-2,-1
O=C(c1ccc2c(c1)OCO2)C1CCCN(Cc2ccc3nsnc3c2)C1 (stereo unspecified),-0.2,6,-1,-2,2,-1,-2,-4,-1,-6
COc1ccc(-n2nnnc2C2(C)CCC(=O)N2Cc2ccccc2)cc1 (stereo unspecified),0.3,1,1,-5,.,3,3,0,-3,-8
CC1=CC(c2ccccc2)n2nc(N3C(=O)c4ccccc4C3=O)nc2N1 (stereo unspecified),-0.8,3,-2,-3,0,4,3,10,-3,9
Cc1nc2c(OCc3ccc(Cl)cc3Cl)cccn2c1N(C)CC1CC1,-0.4,1,5,21,.,1,-1,3,-6,15
O=C(CN1C(=O)NC(Cc2ccccc2)C1=O)Nc1ccccc1OC(F)F (stereo unspecified),-2.0,6,1,-2,-2,-5,4,-2,-2,-1
CC(OC(=O)c1cccc(-n2cnnn2)c1)C(=O)NC1(C#N)CCCCC1 (stereo unspecified),-0.4,1,0,6,2,-1,7,1,-1,7
CCOC(=O)C[C@H]1c2ccccc2S(=O)(=O)N1c1ccccc1,-1.4,8,0,3,1,0,5,-1,1,14

Next section
smiles,PG9 binder,TCR-CD3 inh,LEDGF integ inh,mABHD4 FP,HTRA1 inh,SIAE primary,NR1D1 modulator,rCAG RNA binder,PRMT1 FP inh,TDP2 absorb
Cc1ccc(C(=O)Oc2cc(C)n(C)c(=O)c2)cc1,-1.2,6,0,-9,6,-6,0,-1,2,-15
CC(C)(C)C(=O)Nc1ccccc1C(=O)Nc1ccccn1,-0.1,-5,-2,5,1,4,-1,-2,2,-8
Cc1ccc(-c2cc(C(=O)OCC(=O)N(C)C3CCS(=O)(=O)C3)c3ccccc3n2)o1 (stereo unspecified),2.1,0,3,-3,-2,4,-7,5,16,5
CCN(CC)C(=O)c1cccc(-c2csc(C(O)c3ccc(F)cc3)n2)c1 (stereo unspecified),-0.1,1,-2,-8,.,-1,-1,-1,1,0
O=C(c1cc(COc2ccc(F)cc2Cl)on1)N(CCO)Cc1cccs1,-0.5,-1,1,-13,-6,6,4,0,0,-14
Cc1cccc(N(CC(=O)NCCc2ccccc2)C(=O)c2csnn2)c1,-2.7,6,1,-1,-1,7,-2,-5,-5,-14
O=C(Nc1ccc(Br)cc1)OC1CC2CC1[C@H]1CCCCN1C2 (stereo partly specified),.,.,-1,-4,.,-1,-2,5,-3,6
O=C1NC(=S)SC1=Cc1ccc(Cl)cc1,-0.3,-6,2,-52,-24,-19,-1,32,4,1
O=C(CCCN1C(=O)c2ccccc2C1=O)N1CCN(c2ccccn2)CC1,-0.1,2,-2,5,5,-4,-3,-5,2,0
CSc1nc2c(cnn2-c2ccc(C)c(C)c2)c(=O)[nH]1,0.2,-8,-3,2,2,-5,-7,0,4,1
COc1ccc(-c2csc(NC(=O)CSc3n[nH]c(C)n3)n2)cc1,-2.4,4,2,-4,-2,2,5,5,1,-1
N#CCCn1[nH]c(-c2ccccc2)cc1=O,-1.3,-7,27*,4,-1,11,0,7,6,85*
COc1ccc2c(CC(=O)Nc3nccs3)coc2c1,0.9,7,-4,6,-11,2,6,7,2,8
COc1ccc(S(=O)(=O)N2CCN(CC(=O)N3CCNC3=O)CC2)cc1OC,1.2,-1,1,7,1,-4,-8,3,-2,-6
CCOC(=O)CSc1nc(C(C)C)nc2sc(C)c(C)c12,-0.3,-2,-1,3,-12,-2,7,-4,3,0

The list goes on:
smiles,PG9 binder,TCR-CD3 inh,LEDGF integ inh,mABHD4 FP,HTRA1 inh,SIAE primary,NR1D1 modulator,rCAG RNA binder,PRMT1 FP inh,TDP2 absorb
Cc1nonc1CC(=O)N1CCCC(C(=O)c2ccc(Cl)cc2)C1 (stereo unspecified),-3.7,-5,1,-8,0,-1,5,-2,-4,-21
CC1(C(=O)NS(=O)(=O)c2ccccc2Cl)CCN1C(=O)CC1CCCC1 (stereo unspecified),-2.9,1,-1,-4,.,5,1,3,-2,4
Cc1cc(C)cc(NC(=O)Nc2cccnc2)c1,0.7,-3,0,-7,-4,-9,-3,2,-1,-11
O=C(CNC(=O)c1ccc2c(c1)OCO2)NCc1cccs1,-1.8,-1,2,1,-3,-3,1,2,-4,0
COc1ccccc1CNC(=O)C(Cc1ccccc1)NC(=O)c1ccccc1 (stereo unspecified),1.6,2,-4,-2,-4,-4,-2,2,3,-1
Cc1ccc(-n2c(SCC(=O)Nc3ccc(OCc4ccccc4)cc3)nnc2-c2cnccn2)cc1,.,.,4,3,.,4,2,8,-5,-20
CC(CCC(C)OC(=O)c1ccccc1C(=O)O)OC(=O)c1ccccc1C(=O)O (stereo unspecified),2.9,-6,1,0,1,2,-1,2,-2,0
COc1cc(NC(=O)c2ccc3c(c2)OCCO3)ccc1NC(=O)c1cccs1,0.3,-5,-1,-13,-4,-12,1,4,8,-13
Cc1ccc(C)c(S(=O)(=O)N2CCN(C(=O)CCC(=O)NCc3ccc(Cl)cc3)CC2)c1,0.0,-6,-5,0,10,-4,8,-1,1,0
